ABCB6 inh MLPCN: ABCB6 transporter inhibitors, primary screen, K562-ABCB6 cells, flow cytometry, MLPCN library. ATP-binding cassette sub-family B member 6 (Homo sapiens), Q9NP58. K562-ABCB6 porphyrin accumulation, 1 h; active compounds read low. fluorescence ratio to DMSO, % at 10 µM. 360,000 compounds, 0.19% hits;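 active = fluorescence ratio to DMSO below 75%, the collection mean minus 3 SD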;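 also: signal is porphyrin accumulated inside mitochondria; 100% equals median channel fluorescence of DMSO control wells; lower ratio means ABCB6 inhibition with less porphyrin fluorescence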
Target sequence (Q9NP58 whole entry, looked up): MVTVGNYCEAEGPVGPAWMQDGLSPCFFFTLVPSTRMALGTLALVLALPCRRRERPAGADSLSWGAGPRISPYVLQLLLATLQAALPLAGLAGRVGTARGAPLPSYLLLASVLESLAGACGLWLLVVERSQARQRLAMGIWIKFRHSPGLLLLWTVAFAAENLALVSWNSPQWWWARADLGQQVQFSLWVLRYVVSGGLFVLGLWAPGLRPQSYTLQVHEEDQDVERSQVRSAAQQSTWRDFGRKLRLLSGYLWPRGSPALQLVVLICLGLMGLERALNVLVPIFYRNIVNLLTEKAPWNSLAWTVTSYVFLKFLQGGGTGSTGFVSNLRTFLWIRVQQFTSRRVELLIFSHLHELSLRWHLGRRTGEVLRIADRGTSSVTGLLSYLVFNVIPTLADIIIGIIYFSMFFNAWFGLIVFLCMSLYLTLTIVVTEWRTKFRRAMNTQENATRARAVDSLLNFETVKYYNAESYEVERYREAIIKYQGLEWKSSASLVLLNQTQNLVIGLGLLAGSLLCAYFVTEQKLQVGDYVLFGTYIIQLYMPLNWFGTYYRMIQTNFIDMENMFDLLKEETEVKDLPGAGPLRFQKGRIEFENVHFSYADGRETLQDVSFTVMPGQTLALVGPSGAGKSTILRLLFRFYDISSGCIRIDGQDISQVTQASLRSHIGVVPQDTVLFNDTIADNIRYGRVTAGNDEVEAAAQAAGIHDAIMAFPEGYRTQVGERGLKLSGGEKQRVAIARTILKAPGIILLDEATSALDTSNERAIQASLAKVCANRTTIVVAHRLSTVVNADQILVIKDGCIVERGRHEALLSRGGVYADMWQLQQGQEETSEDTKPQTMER
TLR9-MyD88 block: inhibitors of TLR9-MyD88 association in cells, primary screen, cell-based, CHO, BLA complementation, fluorescence; Toll-like receptor 9 (Homo sapiens) + Myeloid differentiation primary response protein …; CCF4 FRET ratio; inhibition, % at 4.98 µM; 340,000 compounds, 0.21% hits; AID 504734, 2011;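 active = inhibition above the mean over all tested compounds plus 3 SD, cut at about 21% in these data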;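 also: 0% = DMSO only wells and 100% = clavulanate BLA inhibitor control wells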
NOD2 RIPK2 PPI: NOD2-RIPK2 binding disruptors in cells, primary screen, fluorescence, CHO cells, BLA complementation. Receptor-interacting serine/threonine-protein kinase 2 (Homo sapiens), O43353. CCF4 ratio. inhibition, % at 4.98 µM. 360,000 compounds, 0.38% hits; in the data active = inhibition above about 21%;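 also: 0% = vehicle only and 100% = reference blocker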
NCOA2 inhibitor: inhibition of GAL4-SRC2 driven luciferase reporter, primary screen, SRC2 inhibitor project, cell-based, luminescence; Nuclear receptor coactivator 2 (Homo sapiens), Q15596; HEK293 GAL4-SRC2 luciferase reporter; inhibition, % at 9 µM; 370,000 compounds, 0.17% hits; AID 651957, 2012;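 active = inhibition above the mean inhibition of all tested compounds plus 3 SD, set per campaign, cut at about 52% in these data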;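 also: 0% = DMSO treated cells and 100% = cells given Gossypol at 36 µM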
MC4R antagonist: MC4R antagonists of cAMP signaling, primary screen, cell-based, TR-FRET, antagonist arm of biased-ligand search. Melanocortin receptor 4 (Homo sapiens), P32245. MC4R-expressing cells, MTII-stimulated cAMP, LANCE TR-FRET. inhibition, % at 6.5 µM. 360,000 compounds, 0.48% hits. AID 540295, 2011;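 active = inhibition above its plate's cutoff, the mean of tested wells on that plate plus 3 SD, cut at about 29% in these data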;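 also: 0% = Melanotan II alone and 100% = Melanotan II plus saturating MCL0020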
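System: U2OS-MC4R stable cell line; Technique: Eu-cAMP/anti-cAMP TR-FRET, emission 671 nm; Repeats: single well per compound; Also added: Melanotan II; Dosing: one concentration, 6.5 µM nominal; Schedule: 30-min compound, 1-h challenge, 1-h detection, room temperature.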
HTR2A ag: mouse Htr2a agonists via beta-arrestin recruitment, primary screen, cell-based, luminescence; 5-hydroxytryptamine receptor 2A (Mus musculus), P35363; CHO-K1 mHTR2A beta-arrestin complementation; percent of 30 µM serotonin response; activation, % at 7.6 µM; 360,000 compounds, 0.66% hits;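 active = activation above a run cutoff, the mean activation of all tested compounds plus 3 SD, cut at about 14% in these data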;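 also: 0% = plate median of compound wells and 100% = 30 µM serotonin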
Glyco luc inh: increase of ERlucT glycosylation luciferase signal, primary screen, N-linked glycosylation inhibitor project, D54 ERlucT cells, luminescence, set 2. D54 ERlucT glycosylation luciferase reporter, 24 h; percent of 100 nM tunicamycin response. reporter increase, % at 12.5 µM. 360,000 compounds, 0.23% hits;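 active = mean luciferase reporter signal, scaled so untreated is 0 and the glycosylation-blocking control 100, at or above a set limit in every replicate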;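 also: luciferase carries N-glycosylation sites so blocking glycosylation raises the light; 0% = median of neutral control wells and 100% = median of 100 nM tunicamycin wells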
ABHD5-PLIN5 inh: ABHD5-PLIN5 interaction inhibitors, primary screen, cell lysate, split luciferase complementation, luminescence; Perilipin-5 (Homo sapiens) + 1-acylglycerol-3-phosphate O-acyltransferase ABHD5 (Homo …; Split G. princeps luciferase complementation, 4 h; inhibition, % at 4 µM; 360,000 compounds, 0.78% hits;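 active = inhibition above the mean inhibition across every tested compound plus 3 SD, cut at about 22% in these data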;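 also: 0% = DMSO only wells and the 100% control is not disclosed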
MC4R barr agon: MC4R agonists recruiting beta-arrestin, primary screen, cell-based, luminescence, agonist arm of biased-ligand search; Melanocortin receptor 4 (Homo sapiens), P32245; U2OS MC4R beta-arrestin complementation; percent of melanotan II response, DMSO zero; activation, % at 8.9 µM; 360,000 compounds, 0.98% hits; AID 540308, 2011;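 active = activation above a per-plate cutoff, the mean activation of sample wells on that plate plus 3 SD, cut at about 8% in these data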
H9c2 protect: cardioprotection against H2O2-induced cell death, primary screen, uHTS, H9c2 cells, ATPLite luminescence; H9c2 cardiomyocytes, H2O2 injury protection, 2 h; protection from H2O2 cell death, % at 20 µM; 360,000 compounds, 0.63% hits; AID 588492, 2011;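 active = compounds giving at least 50% protection of heart cells from peroxide-induced death in the single-dose screen, raw or plate-pattern-corrected value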;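 also: 0% = DMSO wells with peroxide and 100% = DMSO wells without peroxide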
An asterisk follows results filed as active; nt = not tested or not shown.

SMILES	ABCB6 inh MLPCN	TLR9-MyD88 block	NOD2 RIPK2 PPI	NCOA2 inhibitor	MC4R antagonist	HTR2A ag	Glyco luc inh	ABHD5-PLIN5 inh	MC4R barr agon	H9c2 protect
O=C(NC(=S)N1CCOCC1)C12CC3CCC(CC(C3)C1)C2	103	-9	-4	-7	10	4	0	-1	-1.0	8
O=S(=O)(NCC(c1cccnc1)N1CCOCC1)c1cccs1 (stereo not given)	100	-5	-8	14	12	2	2	-2	1.3	8
COc1cc(/C=C(\C#N)C(=O)N2CCc3ccccc32)ccc1O	101	-4	-15	-2	7	5	5	9	-2.1	4
Cc1ccc(NC(=O)CSc2nc(=O)n(CCN3CCOCC3)c3c2CCCC3)cc1	96	3	7	-16	18	-6	-1	2	-1.4	-2
O=C(Cn1ncc(Cl)c(Cl)c1=O)N1CCOCC1	101	nt	3	-11	2	7	20	2	5.2	-7
CCC(=O)N1CCc2cc(Br)cc(S(=O)(=O)CCC(=O)NCc3ccco3)c21	93	4	7	nt	8	0	3	4	-0.6	0
COc1ccccc1NS(=O)(=O)c1cc(NC(=O)COc2ccccc2F)ccc1N1CCOCC1	94	-3	-2	7	6	-2	-7	-7	-1.1	0
O=C(CN(c1ccccc1)S(=O)(=O)c1ccc(F)cc1)NCc1cccs1	99	-4	-10	-10	14	5	0	-8	-1.6	5
CC(C)(C)c1ccc(OCC(=O)Nc2ccc3c4c(cccc24)C(=O)NC3=O)cc1	215	13	6	-13	3	1	10	-2	4.4	60*
O=C(Nc1ccc2c(c1)OCCO2)c1c(Cl)cccc1Cl	96	-4	-2	-1	0	-5	0	0	-2.0	0
Nc1ccc(-c2nc3c(ccc4ccccc43)[nH]2)cc1	101	-18	-8	23	12	-4	8	-3	0.3	-2
CC1CN(c2ccccc2)CCN1Cc1nc(Cc2ccccc2)no1 (stereo not given)	98	6	-5	-21	4	-3	0	-8	-3.4	3
O=C(c1ccc(-n2nc(C(F)(F)F)c3c2CCCC3)cc1)N1CCOCC1	98	3	-13	-6	4	7	0	0	2.4	7
Cc1ccc(NC(=O)C(NC2CCCc3ccccc32)c2ccccc2)c([N+](=O)[O-])c1 (stereo not given)	111	-6	2	-15	11	-4	-5	-18	-1.9	-4
O=C(Nc1cc([N+](=O)[O-])ccc1C(=O)NCCN1CCOCC1)c1ccccc1	91	-3	-2	-27	14	-5	2	4	-4.3	1
NC(=O)Cc1ccc(Nc2nnc(-c3ccccc3)c3ccccc23)cc1	100	8	-3	-4	4	-4	0	4	-2.3	-3
Cc1cc(C)c2c(N)c(C(=O)N/N=C/c3cccnc3)sc2n1	100	nt	-1	-71	23	-2	3	1	-1.4	66*
CC(=O)OCCCCCCCCCCC[N+]1(C)CCCCC1	96	-12	1	-7	1	-4	0	-5	-2.9	-7
COc1ccc(-c2nn(-c3ccccc3)cc2/C=C/C(=O)N2CCN(c3ccccn3)CC2)cc1	91	-17	-4	-21	0	11	-4	1	-1.2	68*
O=C(CCCCn1c(=O)[nH]c2ccccc2c1=O)N1CCN(c2cccc(C(F)(F)F)c2)CC1	92	-3	15	-6	5	-3	-4	5	0.0	-16
CC(=O)Nc1ccc(OC(F)(F)C(F)C(F)(F)F)c(NC(C)=O)c1 (stereo not given)	90	-7	-9	24	-2	1	-3	1	-0.8	0
COc1ccc(-c2nc(CS(=O)CC(=O)NCc3cccnc3)c(C)o2)cc1 (stereo not given)	94	0	5	9	-5	0	2	-3	1.5	3
Cc1c(C(=O)N2CCCCC2)c(S(=O)(=O)N(C)Cc2ccccc2)c(C)n1C	100	-14	-14	20	17	-5	2	4	-2.0	-1
Cc1cccc(/N=C/c2sc3ccccc3c2O)n1	98	-1	-6	-34	-12	0	0	-2	0.2	-21
CCCOC1CCCN(C(=O)CCc2nnc(Cc3cccc(C)c3)o2)C1 (stereo not given)	104	0	-6	-28	16	0	0	5	0.6	-7

Shown with values under each structure: part of the list above.
Sequence of screens: ABCB6 inh MLPCN	TLR9-MyD88 block	NOD2 RIPK2 PPI	NCOA2 inhibitor	MC4R antagonist	HTR2A ag	Glyco luc inh	ABHD5-PLIN5 inh	MC4R barr agon	H9c2 protect
- O=C(Nc1cc([N+](=O)[O-])ccc1C(=O)NCCN1CCOCC1)c1ccccc1
  91	-3	-2	-27	14	-5	2	4	-4.3	1
- NC(=O)Cc1ccc(Nc2nnc(-c3ccccc3)c3ccccc23)cc1
  100	8	-3	-4	4	-4	0	4	-2.3	-3
- Cc1cc(C)c2c(N)c(C(=O)N/N=C/c3cccnc3)sc2n1
  100	nt	-1	-71	23	-2	3	1	-1.4	66*
- CC(=O)OCCCCCCCCCCC[N+]1(C)CCCCC1
  96	-12	1	-7	1	-4	0	-5	-2.9	-7
- COc1ccc(-c2nn(-c3ccccc3)cc2/C=C/C(=O)N2CCN(c3ccccn3)CC2)cc1
  91	-17	-4	-21	0	11	-4	1	-1.2	68*
- O=C(CCCCn1c(=O)[nH]c2ccccc2c1=O)N1CCN(c2cccc(C(F)(F)F)c2)CC1
  92	-3	15	-6	5	-3	-4	5	0.0	-16
- CC(=O)Nc1ccc(OC(F)(F)C(F)C(F)(F)F)c(NC(C)=O)c1 (stereo not given)
  90	-7	-9	24	-2	1	-3	1	-0.8	0
- COc1ccc(-c2nc(CS(=O)CC(=O)NCc3cccnc3)c(C)o2)cc1 (stereo not given)
  94	0	5	9	-5	0	2	-3	1.5	3
- Cc1c(C(=O)N2CCCCC2)c(S(=O)(=O)N(C)Cc2ccccc2)c(C)n1C
  100	-14	-14	20	17	-5	2	4	-2.0	-1
- Cc1cccc(/N=C/c2sc3ccccc3c2O)n1
  98	-1	-6	-34	-12	0	0	-2	0.2	-21
- CCCOC1CCCN(C(=O)CCc2nnc(Cc3cccc(C)c3)o2)C1 (stereo not given)
  104	0	-6	-28	16	0	0	5	0.6	-7

The list continues.
SMILES	ABCB6 inh MLPCN	TLR9-MyD88 block	NOD2 RIPK2 PPI	NCOA2 inhibitor	MC4R antagonist	HTR2A ag	Glyco luc inh	ABHD5-PLIN5 inh	MC4R barr agon	H9c2 protect
Cc1nn(Cc2ccc(C(=O)NN)o2)c(C)c1Cl	99	-12	-2	16	12	-2	1	-6	3.1	-1
CCc1ccccc1N1C(=O)c2cccc3c(N4CCOCC4)c([N+](=O)[O-])cc(c23)C1=O	107	0	-5	5	10	12	-7	0	2.1	3
O=C(c1ccccc1NS(=O)(=O)c1ccc(F)cc1F)N1CCCCC1	99	0	-10	-23	3	0	-2	4	-2.3	-2
Fc1cc2[nH]c(=S)[nH]c2c(Br)c1N1CCSCC1	91	-11	-1	-6	1	4	2	-15	0.1	-14
CC(=O)Nc1cccc(NC(=O)COc2ccc3c(c2)CCC3)c1	96	7	-11	-36	4	-1	-4	3	-0.4	-19
CCOC(=O)CC(=O)CSc1nc(C)cc(-c2cccnc2)c1C#N	102	-4	-4	9	-3	4	1	-11	-0.8	-6
O=C1CCC2=C(CCCC2=O)N1	97	9	-6	5	2	0	0	-1	-1.2	-2
O=C(CSc1ccc2ccccc2n1)Nc1ccc(N2CCOCC2)cc1	106	2	1	-18	10	0	-5	-2	1.2	-6
Cc1oc2c(CN(C)C)c(O)ccc2c(=O)c1-c1ccc2ccccc2n1	102	4	-5	11	6	-5	3	5	-1.2	4
COc1ccc(-n2nc(C(=O)NCC(=O)NCCCN3CCN(C)CC3)c3ccccc3c2=O)cc1	99	-3	6	6	11	3	1	5	-1.5	-4
Nc1cc(=O)[nH]c(SCCSc2cc(Cl)ccc2Cl)n1	92	5	-10	0	0	-1	2	-5	1.0	-1
O=C1c2ccccc2C(=O)C1c1ccc2ccccc2n1	90	0	-2	-34	7	5	-14	3	3.9	-17
Cc1ccc(-c2csc3ncnc(-n4nnc5ccccc54)c23)cc1	97	4	2	-19	0	1	-4	-2	0.3	-2
CC(C)(C)OC(=O)N1CCC(C(=O)N[C@@H](Cc2ccccc2)C(=O)O)CC1	89	5	-5	3	10	2	0	5	-0.5	0
CC12CCC(=O)N1C(C(=O)NNC(=O)COc1ccc(Br)cc1)CS2 (stereo not given)	95	9	2	1	5	1	0	1	-2.2	0
COc1cccc(NC(=O)CSC2=NN3CCCC(=O)N=C3S2)c1	100	5	-6	9	-3	10	1	10	2.4	-2
CCn1c(C)[n+](CCCS(=O)(=O)[O-])c2cc(Cl)c(Cl)cc21	99	-6	-4	12	2	5	-1	4	1.4	1
CC1CCCC(C)N1C(=O)Cc1ccccc1 (stereo not given)	97	-2	1	-4	-4	1	-1	7	-0.1	9
CC(Sc1ccc2nnc(-c3ccc(F)cc3)n2n1)C(=O)O (stereo not given)	99	-4	-7	-22	5	-5	-1	5	0.9	4
O=C(CSc1nnc2c(Cl)cc(Cl)cn12)N1CCN(S(=O)(=O)c2ccccc2)CC1	96	2	7	4	27	1	1	-5	0.2	-2
CCOC(=O)C1=CCC2C(=O)N(Cc3ccccc3)C(=O)C12 (stereo not given)	99	nt	-3	-26	nt	-4	5	-2	nt	2
COc1cccc(Nc2nc3ccccc3nc2NS(=O)(=O)c2ccc(NC(C)=O)cc2)c1	103	-9	-3	nt	2	-4	2	-2	-4.1	6
COc1cccc(/C=N\NC(=O)c2ccc(Cn3cc(Br)c([N+](=O)[O-])n3)o2)c1O	95	6	-4	5	-8	-1	-9	17	-2.0	17
Cn1c(NCc2ccc(Cl)cc2)nc2ccccc21	87	-6	4	-49	27	-1	-3	0	1.2	-14
Cc1ccc(F)c(S(=O)(=O)NC(=O)C2(C)CCN2C(=O)c2ccc(C(F)(F)F)nc2C)c1 (stereo not given)	97	nt	4	-13	-6	5	0	13	1.1	-1
CCN1CCN(c2cc(N3CCN(C(=O)c4ccco4)CC3)c3c4c(onc24)-c2ccccc2C3=O)CC1	101	7	0	nt	-9	-3	-7	13	-4.0	23
O=C1CCc2cc(S(=O)(=O)Nc3ccccc3F)cc3c2N1CCC3	97	-11	-5	-28	6	-2	1	8	-0.8	0
Cc1ccc(OCC(=O)N[C@@H](C)c2nnc3ccccn23)cc1C	98	-10	-4	10	4	-4	2	-4	-0.8	-5

A portion of the library, so the mix of outcomes need not match the whole.
